Compound activity as filed in PubChem BioAssay.
PMI inhibition = MPI inhibition at elevated mannose 6-phosphate – biochemical, fluorescence intensity, high mannose 6-phosphate, primary screen (AID 1220) | recombinant PMI enzyme, coupled fluorescence intensity; higher % means a stronger effect | one-dose inhibition, % at 20 µM; IC50 in µM for titrated hits | 190,000 compounds, 0.66% hits
RSV antiviral HEp-2 = RSV antiviral activity via CPE protection, HEp-2 cells, primary 10 µM value included (AID 2391). 310,000 compounds, 0.13% hits. HEp-2 cells, RSV-induced CPE inhibition; higher % means a stronger effect. one-dose CPE inhibition, % at 10 µM; IC50 in µM for titrated hits; in the data active = a potency from the dose series; inconclusive = CPE inhibition mostly from about 23% at the one dose, without a potency; inactive = the rest, 99 in 100 with CPE inhibition below about 21%; also: strong numbers were not always called active
P. falciparum M1AAP = P. falciparum M1AAP inhibitors, biochemical, fluorogenic H-Leu-NHMec substrate, 1536-well (AID 1445); recombinant M1AAP, H-Leu-NHMec fluorogenic kinetic assay; higher % means a stronger effect; inhibition, % at 30 µM; hits with a dose series show IC50 in µM; 220,000 compounds, 0.42% hits;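 active = primary inhibition above the hit cutoff, then over 50% inhibition at one or more dose response concentrations, cut at about 23% in these data, passing the limit was not always enough; inconclusive = conflicting primary data, or primary hits not chosen for dose response; inactive = low primary inhibition, or under 50% at every dose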;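 also: plate controls were DMSO full reaction for no effect and no enzyme background for full effect; strong numbers were not always called active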
West Nile antiviral = West Nile virus antiviral activity, cell-based, CPE readout (AID 1621); 290,000 compounds, 0.02% hits; CPE inhibition, % at 10 µM, or IC50 in µM where a hit was titrated; West Nile virus-infected cells, CPE inhibition; higher % means a stronger effect; in the data active = a potency from the dose series; inconclusive = CPE inhibition mostly from about 3.7% at the one dose, without a potency; inactive = the rest, 99 in 100 with CPE inhibition below about 2.2%; also: strong numbers were not always called active
M17LAP inhibition = P. falciparum M17LAP inhibitors, primary screen, biochemical, fluorogenic H-Leu-NHMec substrate, 1536-well (AID 1619); inhibition, % at 30 µM; hits with a dose series show IC50 in µM; recombinant M17LAP, H-Leu-NHMec fluorogenic kinetic assay; higher % means a stronger effect; 220,000 compounds, 0.38% hits;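 active = compound inhibiting the enzyme by more than half at any dose during confirmatory dose-response retesting; inconclusive = strong single-dose inhibitors picked by rank but not retested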;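 also: plate controls were full reaction with DMSO carrier for no effect and no enzyme background for full effect; strong numbers were not always called active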
UTI89 phage lysis = inhibition of K1F phage lysis, E. coli UTI89, bacterial capsule biogenesis inhibitors, alamar blue (AID 488966) | E. coli UTI89 K1F phage lysis, alamar blue, 2 h; higher % means a stronger effect | one-dose inhibition, % at 100 µM; IC50 in µM for titrated hits | 340,000 compounds, 0.02% hits;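 active = phage lysis inhibition, versus mean bacterial control, above a set limit; inconclusive = no clear call, values can overlap the other calls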;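 also: capsule biogenesis inhibitors block K1F phage lysis so surviving cells raise fluorescence; higher fluorescence means more inhibition of phage lysis; actives were called in the ten point dose series up to 300 µM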
TNAP activators = human TNAP enzyme activators, primary screen, biochemical, luminescent, no phosphate acceptor, uHTS (AID 1001). purified TNAP, luminescent activation assay, no phosphate acceptor; higher activation fold means a stronger effect. one-dose activation fold at 20 µM; EC50 in µM for titrated hits. 200,000 compounds, 0.03% hits; in the data active = activation fold from about 3, or a potency from the dose series; inactive = the rest, 99 in 100 with activation fold below about 1.6; also: many of its hits are not listed in these tables
human PMI inhibition = MPI enzyme activity inhibition – biochemical, fluorescence intensity, coupled assay, primary screen (AID 1209); purified PMI enzyme, coupled fluorescence intensity; higher % means a stronger effect; inhibition, % at 20 µM, or IC50 in µM where a hit was titrated; 190,000 compounds, 0.42% hits;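 also: plate controls were DMSO vehicle for no effect and wells lacking substrate for full effect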
T cell modulator = T cell immune modulation candidate | 2C CD8+ T cell-vesicle binding, flow cytometry; active compounds read low | calls only at 7 µM | 330,000 compounds, 0.068% hits;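 active = response, share of CD8 T cells binding vesicles, and their 90th percentile fluorescence all below set limits, cut at about 80% in these data, passing the limit was not always enough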
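Benchmarks: naked versus QL9-loaded vesicles / Assay system: purified 2C TCR transgenic mouse naive CD8+ T cells / Technique: high-throughput flow cytometry with anti-B7-1 and anti-CD8 staining / Timing: Cell–vesicle co-incubation 1.5 h at 37 °C, staining 20 min on ice / Read-out: percent CD8+ FL2 mean versus row control / Probe or stimulus: QL9-loaded Drosophila micro-vesicles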
T cell modulator vesicle-bound % = recorded beside T cell modulator, whose call it bears; double positive events, %; measured here: CD8+ vesicle-bound cell fraction;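 binding gate set so that unloaded-vesicle control wells show 10% double positive cells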
Active calls of the source: *; i = inactive; ? = inconclusive; . = not tested or not shown; [ ] = another dose, or the depositor's remark. Rule as the data show it, unless noted: active = inhibition above about 50%; inactive = the rest.

Second line of a record – PMI inhibition, RSV antiviral HEp-2, P. falciparum M1AAP, West Nile antiviral, M17LAP inhibition, UTI89 phage lysis, TNAP activators, human PMI inhibition, T cell modulator, T cell modulator vesicle-bound %
O=C(COc1ccc(S(=O)(=O)Nc2ccccc2)cc1)NCc1ccncc1
  10%, 1.0%, 9%, -0.2%, 1%, -1.2%, 1.1, 10%, i, 41
COc1ccc(C2=CSC3=NCCN23)cc1F
  -15%, -0.2%, 4%, 0.1%, 9%, 0.4%, 0.9, -8%, i, 56
COc1ccc(CNc2cccc(C)n2)c(O)c1
  ., 1.4%, ., -0.5%, ., 0.8%, ., ., i, 55
COc1ccccc1C(=O)C1CCCN(C(=O)c2cnn(C(C)C)c2)C1 (stereo not drawn)
  ., 2.0%, ., 0.0%, ., 0.5%, ., ., i, 29
CCN(c1ccccc1)S(=O)(=O)c1ccc(Cl)c(NC(=O)CSc2ncn[nH]2)c1
  4%, 17µM*, -3%, -0.3%, 23%, 6.5%, 1, 31%, i, 45
COc1ccc(N2CCN(C(c3nnnn3C3CCCC3)C(C)C)CC2)cc1 (stereo not drawn)
  12%, 0.7%, 5%, -0.8%, 6%, -0.6%, 1.1, 5%, i, 52
COc1ccc(NC(=O)c2nc3nccc(C)n3n2)cn1
  1%, 0.7%, 2%, 0.3%, 2%, 0.6%, 1.1, 5%, i, 23
CCn1ncc(C(=O)Nc2ccc(S(=O)(=O)N3CCCC3)cc2)c1C
  -3%, 1.7%, 3%, -0.2%, -1%, 0.9%, 1.1, 2%, i, 30
CCCC(=O)N(Cc1cc2ccccc2[nH]c1=O)c1ccccc1OC
  -4%, 4.2%, 11%, -1.7%, 3%, 0.2%, 1.1, -3%, i, 46
COc1cc(Br)c(CC(=O)NC2CC2)cc1OC
  ., 0.8%, ., 1.9%, ., 0.0%, ., ., i, 36
COCCCn1c(-c2ccc(OC)cc2)nc2nc3ccccc3nc21
  -8%, ., 5%, -0.1%, -87%, ., 1.1, -2%, ., .
COCCNc1nc(C)cc(-c2cc(C(=O)NCc3ccccc3)on2)n1
  ., 0.1%, 6%, 0.2%, -3%, 2.0%, ., ., i, 23
COC(=O)c1sc(-c2ccc(Cl)cc2)cc1NC(=O)/C=C/C(=O)O
  ., -2.4%, 8%, ?, 7%, -2.0%, ., ., i, 43
O=C(O)c1ccccc1C(=O)N1CCc2c([nH]c3ccccc23)C1C(F)(F)F (stereo not drawn)
  ., -0.6%, 2%, 1.0%, 0%, ., ., ., i, 60
COc1ccc(-n2nc3c(c2NC(=O)c2ccc(Br)o2)CS(=O)(=O)C3)cc1
  ., 0.9%, ., 0.5%, ., 0.1%, ., ., i, 55
COc1ccc(C2CC(C(F)(F)F)n3nc(C(=O)NCc4c(C)nn(C)c4C)c(Cl)c3N2)cc1 (stereo not drawn)
  -2%, 3.1%, -5%, -0.1%, -196%, 0.2%, 1.1, 4%, i, 18
Cc1cccc(/C=C(\C#N)C(=O)Nc2ccccn2)c1
  ., 0.8%, ., ?, ., -1.1%, ., ., i, 35
CCn1c(=O)c(C(=O)Nc2ccc(C)cc2C)c(O)c2ccccc21
  ., 1.2%, ., -1.6%, ., 0.4%, ., ., i, 46
N#Cc1c(NC(=O)C2CCCO2)sc2c1CCCCC2 (stereo not drawn)
  0%, 2.3%, 2%, -1.1%, -3%, -0.4%, 1.1, 6%, i, 44
Cc1cc(C)nc(N(C#N)S(=O)(=O)c2ccccc2)n1
  -4%, 0.0%, 5%, 0.2%, -5%, 0.8%, 1.1, -4%, i, 54
COc1ccccc1C(=O)NN1C(=O)C2C3C=CC(O3)C2C1=O (stereo not drawn)
  -3%, 1.2%, 6%, 0.3%, 0%, 0.5%, 1.2, 1%, i, 55
COc1ccc(C(c2nnnn2C2CCCCC2)N2CCN(C)CC2)c(OC)c1 (stereo not drawn)
  ., -0.5%, -1%, 1.1%, -17%, -0.3%, 1.1, ., i, 25
CC(C)NC(=O)CSc1c2c(nc3ccccc13)CCCC2
  5%, 0.5%, 1%, -0.2%, -13%, 0.8%, 1.1, 0%, i, 61
CCOc1ccc(/C=C2/SC(=S)N(C(C(=O)O)c3ccccc3)C2=O)cc1OCC (stereo not drawn)
  10%, ., 12%, 0.4%, 21%, -2.7%, 1, 16%, ., .
O=C(CSc1ncc(S(=O)(=O)c2ccccc2)c(=O)[nH]1)Nc1ccccc1Cl
  ., 0.6%, 8%, 0.1%, 29%, 0.2%, ., ., i, 40
O=C(c1ccc2c(c1)OCO2)N1CCNc2ccccc2C1
  9%, 0.2%, 2%, -0.3%, 0%, 0.5%, 1.1, 9%, i, 11
O=C(NCCc1ccccc1F)C1CC(=O)N(c2ccccc2)C1 (stereo not drawn)
  ., 0.1%, ., 0.0%, ., 1.2%[50 µM], ., ., i, 5
S=C(NCCc1ccccc1)NCc1cccc(Cl)c1
  ., 8.8%, ., 0.5%, ., -1.4%[50 µM], ., ., i, 4
CCOC(=O)c1oc2ccc(Cl)cc2c1NC(C)=O
  -5%, 4.6%, -7%, 0.3%, -5%, -0.5%, 1.1, -8%, i, 48
CCCn1c2ccccc2c2cnn(CC(=O)NC3CCC(C)CC3)c(=O)c21 (stereo not drawn)
  ., 6.0%, ., -0.4%, ., 0.4%, ., ., i, 32
N/C(=N\N=C/c1ccc(Br)cc1)N/N=C\c1ccc(Br)cc1
  -26%, -3.3%, 3%, -1.1%, 3%, -0.5%, 1.1, -12%, i, 53
O=C(NCCc1cccc(C(F)(F)F)c1)C1CCC(=O)N(Cc2ccc(Cl)cc2)C1 (stereo not drawn)
  ., 2.6%, ., -0.7%, ., -0.2%, ., ., i, 6
CCCCNC(=O)CSc1nc2ccccc2n1S(=O)(=O)c1ccc(Cl)cc1
  -7%, 1.9%, -3%, -0.3%, 5%, 0.7%[50 µM], 1.1, -2%, i, 23
CCc1ccc(Oc2nc([N+](=O)[O-])nn2C)cc1
  2%, 1.3%, 3%, -0.3%, -5%, -0.6%, 1, -3%, i, 48
CCOC(=O)Cc1cc(=O)n2[nH]c(C)c(-c3ccc(Cl)cc3)c2n1
  -15%, 4.4%, -22%, 2.6%, -12%, i, 1, -10%, i, 5
CN1CCN(c2ccc(NC(=O)c3ccccc3Br)cc2)CC1
  7%, 0.0%, 4%, 0.0%, -4%, 0.6%, 1, 9%, i, 42
CCCc1c(C(=O)N/N=C/c2cccs2)nnn1-c1nonc1N
  ., 1.9%, ., 0.1%, ., -0.1%, ., ., i, 11
Cc1cc(NC(=O)CSc2nnc(COc3ccccc3)o2)no1
  3%, 1.0%, -4%, 0.2%, 11%, 0.4%, 1.2, -10%, i, 57
O=C(COc1ccc(Br)cc1)OCc1nnc(-c2ccccc2)o1
  10%, 0.4%, 2%, 1.0%, -7%, 0.4%, 1.1, 5%, i, 39
CSCCC(NC(=O)c1ccc([N+](=O)[O-])cc1Cl)C(=O)OCC(=O)C12CC3CC(CC(C3)C1)C2 (stereo not drawn)
  3%, 2.1%, 6%, -1.4%, -5%, 0.0%, 1, -1%, i, 60
Cc1ccc(/C=C2/Sc3ccccc3N(CC(=O)NCCCOC(C)C)C2=O)cc1
  0%, 4.4%, 2%, -1.7%, -3%, 0.1%, 1.1, 15%, i, 47
CN1C(=O)Cc2cc(S(=O)(=O)N3CCN(c4cccc(C(F)(F)F)c4)CC3)ccc21
  ., 2.7%, ., -0.4%, ., 0.3%, ., ., i, 10
O=S(=O)(Nc1ccc(N2CCCCC2)cc1)c1ccccc1F
  ., 0.5%, -2%, -1.0%, -5%, ., ., ., i, 43
COC1=C(N2CCOCC2)C(=O)c2ccccc2C1=O
  ., 1.5%, ., 0.0%, ., 0.1%, ., ., i, 10
O=C(CCc1ccccc1)NC(=S)Nc1ccc2c(c1)C(=O)OC2
  3%, 1.4%, 5%, -0.6%, -4%, -0.2%, 1.1, 7%, i, 42
O=S(=O)(Cc1nnnn1-c1ccc(Br)cc1)c1ccc(F)cc1
  ., -0.7%, ., -0.8%, ., 0.1%, ., ., i, 6
CN(C)C(=O)C(OC(=O)c1ccc2ccccc2n1)c1ccccc1 (stereo not drawn)
  ., 1.7%, ., -0.1%, ., -1.0%, ., ., i, 35
Cc1ccc(NC(=O)CSc2nc(N)c(-c3ccccc3)c(=O)[nH]2)cc1Cl
  -1%, 0.3%, -3%, 0.5%, -3%, 0.5%, 0.9, 0%, i, 45
COc1ccccc1CN1CC(C(=O)NCc2c(F)ccc(C)c2F)CCC1=O (stereo not drawn)
  ., -1.0%, ., -0.3%, ., 0.3%, ., ., i, 4
O=C(CC12CC3CC(CC(Br)(C3)C1)C2)NCc1ccccc1
  ., 1.2%, ., -0.2%, ., 0.1%, ., ., i, 27
Cc1nc2cc(NC(=O)N3CC4(C)CC3CC(C)(C)C4)ccc2n1C (stereo not drawn)
  12%, -0.9%, 10%, -0.3%, 10%, 0.4%, 1.1, 14%, i, 12
Cc1cc(S(=O)(=O)N2CCCC2)c(C)s1
  -3%, 6.5%, 22%, 0.6%, 10%, 0.3%, 1.1, -2%, i, 20
CCCCn1c(CNC(C)=O)nc2ccccc21
  10%, 1.9%, 3%, 0.4%, 0%, 0.6%, 1.1, 13%, i, 50
Cc1ccc(-c2cc(N)n(Cc3ccc(Cl)cc3)n2)cc1
  2%, 1.4%, 13%, -0.2%, 4%, 1.4%[50 µM], 1, 10%, i, 46
Cc1ccc(N2CCN(S(=O)(=O)c3c(C)nc4scc(C)n4c3=O)CC2)c(C)c1
  ., 11%, ., -0.4%, ., 0.9%, ., ., i, 36
Cc1c(NC(=O)N(C)c2ccccc2)c(=O)n(-c2ccccc2)n1C
  ., 1.1%, ., -0.2%, ., 0.3%, ., ., i, 60
CNC(=O)CCn1nc(-c2ccc(Cl)cc2)c2ccccc2c1=O
  2%, 4.7%, 5%, 0.1%, 8%, 1.0%, 1.1, 6%, i, 63
CC(=O)c1cc(F)ccc1OCC(=O)N1CCN(c2ccc(F)cc2)CC1
  -4%, 0.0%, 5%, ., 4%, 0.5%, 1, -7%, i, 36
